High-throughput results as filed in PubChem BioAssay.
West Nile virus CPE = inhibition of WNV-induced cytopathic effect – cell-based, CPE readout (AID 1621) | actives 0.02% (n = 290,000) | one-dose CPE inhibition, % at 10 µM; IC50 in µM for titrated hits | West Nile virus-infected cells, CPE inhibition; higher % means a stronger effect; in the data active = a potency from the dose series; inconclusive = CPE inhibition mostly from about 3.7% at the one dose, without a potency; inactive = the rest, 99 in 100 with CPE inhibition below about 2.2%; also: strong numbers were not always called active
GPR55 beta-arrestin = selective activators of receptor GPR55 – imaging, U2OS cells, beta-arrestin-GFP redistribution, primary screen (AID 1961); U2OS GPR55 beta-arrestin-GFP redistribution imaging; higher % means a stronger effect; one-dose activation, % at 10 µM; EC50 in µM for titrated hits; actives 0.048% (n = 290,000);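 active = activation above 40% with more than 50 cells counted in the well; inconclusive = wells holding fewer than 50 cells, flagged as toxic or sparse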;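 also: U2OS osteosarcoma cells stably expressing GPR55 and beta-arrestin-GFP; plate controls were DMSO negative control for no effect and LPI positive control for full effect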
HIV fusion peptide = inhibitors of HIV fusion peptide binding, primary screen, biochemical, uHTS, fluorescence dequenching (AID 1986) | actives 0.3% (n = 290,000) | cell-free peptide binding, fluorescence dequenching, 30 min; higher % means a stronger effect | inhibition, % at 20 µM, or IC50 in µM where a hit was titrated; in the data active = inhibition mostly above about 52%, no sharp cut-off; inactive = mostly below about 76%; also: some results filed as inactive read as strong as hits
GPR35 arrestin U2OS = GPR35 antagonists blocking zaprinast-driven arrestin recruitment, primary screen, imaging, U2OS, beta-arrestin-GFP, zaprinast agonist (AID 2058) | actives 0.052% (n = 290,000) | U2OS GPR35 beta-arrestin-GFP translocation imaging, zaprinast antagonism; higher % means a stronger effect | inhibition, % at 10 µM; hits with a dose series show IC50 in µM;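 active = inhibition of at least 50% with at least 30 cells and total cytoplasm GFP at most 10,000,000; inconclusive = under 30 cells or total GFP of 10,000,000 plus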
Dengue-2 NS5 capping = flavivirus cap methylation enzyme inhibition – biochemical, confirmation dose response, primary screen (AID 588689) | Dengue-2 NS5 methyltransferase capping enzyme assay, biochemical; higher % means a stronger effect | inhibition, % at 25 µM; hits with a dose series show IC50 in µM | actives 0.3% (n = 340,000); in the data active = a potency from the dose series; inconclusive = inhibition above about 29% without an active follow-up result
GPR55 LPI antagonism = inhibition of LPI-stimulated GPR55 beta-arrestin translocation – imaging, U2OS, beta-arrestin-GFP, LPI agonist, primary screen (AID 2013); U2OS GPR55 beta-arrestin-GFP translocation imaging, LPI antagonism; higher % means a stronger effect; inhibition, % at 10 µM; hits with a dose series show IC50 in µM; actives 0.13% (n = 290,000);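 active = spots per cell inhibited over 60%, with over 100 cells counted and total cytoplasm intensity under 500,000; inconclusive = wells with under 100 cells, flagged as likely toxic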;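 also: U2OS cells stably carrying GPR55 and arrestin-GFP stimulated by 5 µM LPI near EC80; imaged beta-arrestin-GFP aggregate spots per cell after agonist stimulation; plate controls were LPI-stimulated DMSO wells for no effect and DMSO wells without LPI for full effect; some results filed as inactive read as strong as hits; confirmed hits need IC50 under 10 µM and bright autofluorescent wells are also inconclusive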
KOR beta-arrestin-1 = KOR antagonists, beta-arrestin recruitment, cell-based, luminescence, uHTS (AID 1778); KOR beta-arrestin recruitment, luminescence, antagonist mode; higher % means a stronger effect; one-dose inhibition, % at 10 µM; IC50 in µM for titrated hits; actives 0.091% (n = 290,000); in the data active = inhibition above about 50%; also: strong numbers were not always called active
KOR beta-arrestin-2 = KOR agonists, beta-arrestin recruitment, primary screen, cell-based, luminescence, uHTS (AID 1777). KOR beta-arrestin recruitment, luminescence; higher % means a stronger effect. activation, % at 10 µM, or EC50 in µM where a hit was titrated. actives 0.02% (n = 280,000); in the data active = activation above about 50%, passing the limit was not always enough; also: a part of the inactive calls stands beside numbers as strong as those of hits
NOD1 inhibition = inhibition of NOD1-driven NF-kB reporter – cell-based, luminescence, uHTS, primary screen (AID 1578); NOD1-driven NF-kB luciferase reporter cells, luminescence; higher % means a stronger effect; actives 1% (n = 290,000); inhibition, % at 4 µM; hits with a dose series show EC50 in µM; in the data active = inhibition mostly above about 36%, no sharp cut-off; inactive = mostly below about 34%;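 also: HEK-293T reporter cells stimulated with the NOD1 agonist gamma-tri-DAP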
An asterisk follows results filed as active; u = inconclusive; x = not tested or not shown; [ ] = remark or other dose. Only part of the results is shown; rates above refer to the full screens.

Screens by letter: A = West Nile virus CPE; B = GPR55 beta-arrestin; C = HIV fusion peptide; D = GPR35 arrestin U2OS; E = Dengue-2 NS5 capping; F = GPR55 LPI antagonism; G = KOR beta-arrestin-1; H = KOR beta-arrestin-2; I = NOD1 inhibition
N/N=C(\Cc1cscn1)c1ccc(O)cc1O
  A: 0.3%	B: -0.1%	C: -3.0%	D: 1%	E: -14%	F: 5%	G: 23%	H: 1.5%	I: -8%

CC1(C)Cc2nc(NCCCO)c(C#N)cc2CO1
  A: -0.1%	B: -0.2%	C: 0.3%	D: 8%	E: -5%	F: 4%	G: -25%	H: 9.0%	I: -24%

O=C(COc1ccc(Cl)cc1)NCc1cn2cc(Cl)ccc2n1
  A: 0.1%	B: 0.6%	C: 2.6%	D: -2%	E: -8%	F: 5%	G: -25%	H: 0.8%	I: -35%

COc1cc(/C=N/NC(N)=O)cc([N+](=O)[O-])c1O
  A: 0.1%	B: -0.1%	C: -1.1%	D: -14%	E: -5%	F: 2%	G: 17%[20 µM]	H: -3.9%	I: -28%

Cc1c(/C(O)=C2\C(=O)C(=O)N(CCCN(C)C)C2c2ccccc2)cnn1-c1ccccc1 (centres undefined)
  A: 0.5%	B: -0.4%	C: 0.9%	D: -2%	E: 0%	F: -6%	G: -25%	H: 3.0%	I: 5%

CSC1=NSC2=NC(=O)/C(=C/c3coc4ccccc4c3=O)C(=N)N12
  A: 0.0%	B: -0.3%	C: 91%*	D: 4%	E: u	F: 6%	G: 26%	H: -5.5%	I: -24%

c1ccc(CCNc2ccccc2)cc1
  A: x	B: 0.2%	C: -2.5%	D: 0%	E: x	F: 6%	G: -1%[20 µM]	H: x	I: -32%

CC(C)OC(=O)C(C#N)c1nc2ccccc2nc1N1CCCC1 (centres undefined)
  A: -0.3%	B: -0.5%	C: 0.0%	D: 20%	E: -7%	F: 4%	G: 13%	H: -7.8%	I: -21%

COc1ccc(/C=C2/C(=O)N(c3ccccc3)N=C2C)cc1Br
  A: -1.0%	B: 0.0%	C: 11%	D: -5%	E: 18%	F: 18%	G: -76%	H: 0.6%	I: -4%

COc1ccc(C(=O)O/N=C2\CCCc3nonc32)cc1
  A: -0.2%	B: 0.4%	C: 4.5%	D: 2%	E: -3%	F: 0%	G: 44%	H: 1.1%	I: -1%

O=C(Nc1cccnc1)c1cc(-c2ccccc2)on1
  A: -0.1%	B: 1.2%	C: 1.5%	D: -9%	E: -1%	F: -10%	G: -2%	H: -4.0%	I: -53%

O=C(c1cc2ccc([N+](=O)[O-])cc2oc1=O)N1CCOCC1
  A: 0.6%	B: 0.0%	C: 0.9%	D: -4%	E: x	F: -1%	G: -10%	H: -2.4%	I: -55%

Nc1nc(-c2cccs2)c(CC(=O)O)s1
  A: 0.4%	B: 0.0%	C: 17%	D: -8%	E: -1%	F: 6%	G: -9%	H: -3.9%	I: -28%

CCOc1cc(/C=N/O)cc(Br)c1OCC
  A: 0.3%	B: -0.1%	C: -1.1%	D: -3%	E: -13%	F: 9%	G: -6%	H: 0.7%	I: 18%

COC(=O)c1ccc(C(=O)OC)c(NC(=S)N2CCCC2)c1
  A: -0.1%	B: 0.4%	C: 0.6%	D: 12%	E: -3%	F: 12%	G: 2%	H: -1.7%	I: -8%

COc1ccc(NC(=O)C(=O)NCCN2CCN(C(=O)C(c3ccccc3)c3ccccc3)CC2)cc1
  A: -0.8%	B: 0.2%	C: -2.1%	D: 10%	E: -10%	F: 2%	G: -1%	H: -0.3%	I: 10%

CS(=O)(=O)N(CCc1ccccc1)CC(=O)NCC1CCCO1 (centres undefined)
  A: 0.2%	B: -0.1%	C: 0.3%	D: 7%	E: -2%	F: 2%	G: -53%	H: -0.4%	I: -17%

Cc1cc(OCc2cc(C(=O)N(C)Cc3ccccn3)no2)cc(C)c1Cl
  A: -0.9%	B: -0.1%	C: 2.3%	D: -7%	E: 5%	F: 14%	G: -44%	H: 4.2%	I: -42%

CC(NC(=O)CCc1ccc(S(=O)(=O)NC2CCCCC2)cc1)c1ccccc1 (centres undefined)
  A: -0.6%	B: -0.2%	C: -2.3%	D: -6%	E: 0%	F: 3%	G: -9%	H: -3.4%	I: 8%

COCCN1C(=O)c2oc3ccccc3c(=O)c2C1c1cccc(O)c1 (centres undefined)
  A: 0.4%	B: -0.1%	C: 0.0%	D: -14%	E: -3%	F: 4%	G: 17%	H: 1.0%	I: -15%

CN1CCN(C(=O)c2ccccc2NC(=O)COc2ccccc2Cl)CC1
  A: -0.6%	B: -0.2%	C: -0.7%	D: -16%	E: -1%	F: -8%	G: 21%	H: -1.3%	I: -11%

CC(=O)C(/C=N/c1cc(-c2ccc(C)cc2)nn1-c1ccccc1)=C(\C)O
  A: -0.3%	B: 0.2%	C: -3.0%	D: -6%	E: 5%	F: -5%	G: 27%	H: 15%	I: -12%

Cc1ccc(C(=O)Nn2cnnc2)cc1Cl
  A: -0.2%	B: -0.1%	C: 0.6%	D: -5%	E: 3%	F: -9%	G: -14%[20 µM]	H: 1.6%	I: -4%

CCC(C)[C@H](N)c1cn([C@@H](Cc2ccc(O)cc2)C(=O)N2CCNCC2)nn1 (some centres undefined)
  A: -0.3%	B: -0.1%	C: 1.9%	D: -3%	E: -7%	F: -9%	G: -3%	H: 4.5%	I: -21%

O=C(Nc1ccccc1N1CCN(C(=O)c2ccc(Cl)cc2)CC1)c1ccc([N+](=O)[O-])o1
  A: 1.8%	B: 30%	C: -0.2%	D: -3%	E: 2%	F: 7%	G: -24%	H: -0.3%	I: -2%

Screens by letter: A = West Nile virus CPE; B = GPR55 beta-arrestin; C = HIV fusion peptide; D = GPR35 arrestin U2OS; E = Dengue-2 NS5 capping; F = GPR55 LPI antagonism; G = KOR beta-arrestin-1; H = KOR beta-arrestin-2; I = NOD1 inhibition
COc1ccc2[nH]c(=O)c(-c3noc(-c4ccc(F)cc4)n3)cc2c1
  A: -0.4%	B: -0.1%	C: -4.5%	D: 13%	E: -7%	F: -1%	G: -24%	H: -3.5%	I: -29%

Cc1cnc(NC(=O)COc2ccccc2)s1
  A: 0.2%	B: -0.2%	C: -2.4%	D: 0%	E: -6%	F: -11%	G: -36%	H: -9.1%	I: -36%

CC(NC(=O)C1CCC(CNC(=O)[C@@H]2Cc3ccccc3CN2)CC1)c1ccccc1 (some centres undefined)
  A: -0.1%	B: 0.1%	C: -1.1%	D: 14%	E: -3%	F: -6%	G: 13%	H: -1.7%	I: -16%

Cc1ccc(N(C(=O)Cn2nnc3ccccc32)C(C(=O)NC2CCCCC2)c2cn(C)nc2C)cc1 (centres undefined)
  A: -0.3%	B: -0.2%	C: 13%	D: 20%	E: 5%	F: 7%	G: 22%	H: -5.1%	I: 5%

Cn1nnnc1Sc1ccc(C(=O)O)cc1[N+](=O)[O-]
  A: 0.6%	B: 0.3%	C: -0.7%	D: -3%	E: -11%	F: 13%	G: 10%	H: 1.3%	I: 0%

Cc1ccc2oc(C(=O)N3CCN(c4cccc(C)n4)CC3)c(C)c2c1
  A: -0.4%	B: 1.0%	C: -1.6%	D: 0%	E: 0%	F: 4%	G: -73%[20 µM]	H: 2.9%	I: -31%

Cc1ccccc1NC(=O)c1ccc(NS(=O)(=O)c2cc(C(C)(C)C)cc(C)c2C)cc1
  A: -1.4%	B: 0.7%	C: 5.0%	D: -10%	E: 5%	F: 10%	G: 15%	H: -3.7%	I: -30%

Nc1nc(Nc2cccc(Cl)c2)nc(NCCO)c1[N+](=O)[O-]
  A: 0.7%	B: -0.1%	C: -1.0%	D: -8%	E: -1%	F: -16%	G: -2%	H: 12%	I: 6%

N#CCn1c(C2CCCCC2)nc2ccccc2c1=O
  A: -1.4%	B: 0.2%	C: -1.5%	D: -9%	E: -5%	F: -3%	G: 22%	H: -5.2%	I: -5%

CN(Cc1ccccc1)C(=O)c1cc(S(=O)(=O)N2CCOCC2)cn1C
  A: 0.1%	B: 0.0%	C: -1.0%	D: -8%	E: 3%	F: 5%	G: 6%[20 µM]	H: -3.1%	I: 6%

CCc1ccc(CN(C)C(=O)c2cc(=O)c3ccccc3o2)cc1
  A: -1.3%	B: 0.2%	C: 0.8%	D: -6%	E: -10%	F: -2%	G: -16%	H: 6.9%	I: 59%

CN(C)C(CNC(=O)c1cccc(OC(F)F)c1)c1ccco1 (centres undefined)
  A: 0.3%	B: -0.1%	C: 21%	D: -14%	E: -8%	F: 6%	G: 9%	H: -3.1%	I: -5%

O=C(NCCN1CCOCC1)c1cc2cc(Br)ccc2oc1=O
  A: x	B: -0.1%	C: -1.4%	D: 4%	E: -4%	F: -7%	G: -6%	H: -2.8%	I: -13%

CC1CCCC(NCC(=O)Nc2ccc(C(N)=O)cc2)C1C (centres undefined)
  A: -0.3%	B: -1.1%	C: -0.3%	D: -4%	E: -2%	F: -13%	G: -16%	H: 4.8%	I: -34%

CNc1nc2c(c(=O)[nH]c(=O)n2C)n1CCCc1ccccc1
  A: 1.2%	B: -0.1%	C: 0.2%	D: 6%	E: 2%	F: -4%	G: 24%	H: -6.6%	I: -4%

CS(=O)(=O)CC(=O)Nc1ccc2nc3n(c(=O)c2c1)CCCCC3
  A: 0.4%	B: 0.3%	C: -1.4%	D: 15%	E: -8%	F: 7%	G: x	H: 2.4%	I: 11%

Cc1ccc(S(=O)(=O)NC(=NC2CCCCC2)c2ccccc2)cc1
  A: -0.5%	B: 0.4%	C: 0.3%	D: -8%	E: -5%	F: 4%	G: 16%	H: 0.7%	I: -28%

COc1ccc(C(=O)NC(=S)NC(C)(C)C)cc1Br
  A: 0.8%	B: -0.1%	C: 0.4%	D: 7%	E: 8%	F: 13%	G: 11%	H: 3.4%	I: 1%

Cc1nnc(NCCc2ccccc2)n(N)c1=O
  A: 1.7%	B: 0.5%	C: -0.3%	D: -6%	E: x	F: -14%	G: 5%	H: -1.0%	I: -12%
